NS3h inh CB: HCV NS3 helicase inhibitors, primary screen, biochemical, fluorescence polarization, ChemBridge library; hit rate 1.6% among 16,000; AID 687043, 2013; Hepatitis C virus NS3 helicase; NS3h Cy5-dT15 DNA binding; inhibition, % at 100 µM;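 active = inhibition above the average over every tested compound plus 3 SD, cut at about 40% in these data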
Cy5 interf NS3h: Cy5 fluorescence quenchers or enhancers, artefact control for HCV NS3 helicase inhibitor project, biochemical, ChemBridge library, Cy5 readout | Cy5-dT15 DNA with NS3h, fluorescence interference; actives lie on both sides; signal over control mean, under 1 quenches | fluorescence interference ratio at 100 µM | hit rate 6% among 16,000;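 active = compound fluorescence over control fluorescence at most 0.8, a quencher, or at least a set upper limit, an enhancer; inactive = ratio between 0.8 and the set upper limit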
An asterisk follows results filed as active.

NS3h inh CB	Cy5 interf NS3h	structure
3	1	O=C(O)CN1C(c2ccccc2O)Nc2ccc(Br)cc2C1c1ccccc1 (stereo not given)
21	0.98	O=C(NCc1ccc(Cl)cc1)c1ccc(I)cc1
0	0.97	CC1=C(C(=O)Nc2ccccc2C)C(c2ccccc2Br)NC(=O)N1 (stereo not given)
14	1	COc1cc(/C=C2\SC(=S)N(C)C2=O)ccc1OC(=O)c1cccc(C)c1
2	1	COC(=O)/C(=C/C(=O)c1ccc(C)cc1)Nc1c(C)n(C)n(-c2ccccc2)c1=O
1	1	COC(=O)C1C(O)=C(C=NCc2ccccc2)C(=O)CC1(C)C (stereo not given)
11	1.1	Cc1ccc2nsnc2c1NC(=O)c1cccc(Cl)c1
10	0.96	CCC(C(=O)Nc1cccc(C)c1)c1ccccc1 (stereo not given)
13	1	O=C(O)CN1C(=O)/C(=C2\SC(=S)N(C(Cc3ccccc3)C(=O)O)C2=O)c2ccccc21 (stereo not given)
2	0.98	O=C(Nc1ccccc1Oc1ccccc1)c1cc2cc([N+](=O)[O-])ccc2oc1=O
7	1.1	COc1ccc(NC(=O)/C(C#N)=C\c2ccc(-c3ccc(Br)cc3)o2)cc1
-12	0.95	Cc1ccc(/C=C/C(=O)Nc2cccc3ncccc23)o1
-53	0.86	O=C1c2cccc3cccc(c23)C(=O)N1/N=C\c1ccc(Br)cc1
6	0.91	COc1ccc(NC(=O)COc2cccc3ccccc23)c(OC)c1
14	1.1	Cc1ccc2ncnc(Nc3ccc(I)cc3)c2c1
8	1.3*	CCOc1ccccc1NC(=O)c1ccc(OC)cc1
4	1	O=C1C(=Cc2cccc(Cl)c2)C(=O)c2ccccc21
1	1.1	Cc1ccc(S(=O)(=O)NNC(=O)c2ccoc2C)cc1
-8	1	Fc1ccc(CN2CCN(Cc3cccnc3)CC2)cc1
10	0.68*	O=C1C2C3C=CC(CC3)C2C(=O)N1/N=C\c1cc([N+](=O)[O-])cc(Br)c1O (stereo not given)
9	0.91	O=C(c1c(Cl)cccc1Cl)N(Cc1ccccc1)c1ccccn1
-2	1	O=C(Nc1ccccc1Cl)c1cncc(Br)c1
7	0.67*	CCN(C(=O)c1ccccc1Cl)c1ccccc1
29	0.85	O=C(Nc1ccc(Cl)cc1)C1CC1(c1ccccc1)c1ccccc1 (stereo not given)

Continued (four carried over from the part before).
NS3h inh CB	Cy5 interf NS3h	structure
9	0.91	O=C(c1c(Cl)cccc1Cl)N(Cc1ccccc1)c1ccccn1
-2	1	O=C(Nc1ccccc1Cl)c1cncc(Br)c1
7	0.67*	CCN(C(=O)c1ccccc1Cl)c1ccccc1
29	0.85	O=C(Nc1ccc(Cl)cc1)C1CC1(c1ccccc1)c1ccccc1 (stereo not given)
19	1	CCc1ccc(S(=O)(=O)Nc2ccc(OC(=O)c3ccc(Cl)cc3)cc2)cc1
-6	0.94	Cc1cc(C(=O)N/N=C\c2ccc(-c3ccc(Cl)cc3)o2)n[nH]1
9	0.79*	CC(=O)c1ccc(N2CCN(S(=O)(=O)c3ccccc3)CC2)c(F)c1
15	0.94	Cc1cc(C)n(CC(O)Cn2c3ccccc3c3ccccc32)n1 (stereo not given)
2	1	COc1ccccc1OCC(=O)Nc1ccc(S(N)(=O)=O)cc1
15	1	CCc1cccc(C)c1NS(=O)(=O)c1c(C)cc(C)cc1C
-1	1	COc1ccc(NC(=O)CN2C(=O)/C(=C/c3cccc(Br)c3)SC2=S)cc1
2	0.97	Cc1cccc(N2C(=O)c3cccc([N+](=O)[O-])c3C2=O)n1
5	1	O=C(O)Cc1ccc(C(F)(F)F)cc1[N+](=O)[O-]
11	0.99	O=C(Nc1ccc(-c2nc3ccccc3s2)cc1)c1ccc(Cl)c([N+](=O)[O-])c1
6	1.1	COc1ccc(OC)c(N(CC(=O)NCCc2ccccc2)S(C)(=O)=O)c1
2	0.96	COC(=O)C1=C(C)N=c2s/c(=C\c3ccc(O)cc3)c(=O)n2C1c1ccccc1 (stereo not given)
4	1	COc1ccc(OCC(=O)Nc2ccc3c(c2)OCCO3)cc1
5	1	O=C(Nc1ccccc1C(=O)Nc1ccccc1)c1ccc(C(=O)Nc2ccccc2C(=O)Nc2ccccc2)cc1
6	1	Nc1nonc1-c1nc2ccccc2[nH]1
-2	1	NS(=O)(=O)c1ccc(CNC(=O)c2ccco2)cc1
0	1	O=C(N/C(=C/c1cccs1)C(=O)N1CCCCC1)c1ccccc1
7	0.99	CCC(Sc1nc(-c2ccccc2)cc(-c2ccccc2)n1)C(=O)Nc1nnc(C)s1 (stereo not given)
10	0.96	Cc1ccccc1CN1CCN(S(C)(=O)=O)CC1
3	1	COc1cccc(/C=N/n2c(C)nnc2C)c1O
9	0.78*	Cc1ccc(NC(=O)c2ccco2)cc1NC(=O)c1ccccc1
3	1	Nc1ncc(Cc2ccc(Cl)c(Cl)c2)s1
-2	1	O=C(COc1ccc(Br)cc1)NNC(=O)c1ccccc1
1	0.99	Cc1ccc(COc2ccc(C=C3C(=O)NC(=O)NC3=O)cc2Br)cc1
-6	0.99	CCN(CC)C(NC(=O)C(C)(C)C)C(Cl)(Cl)Cl (stereo not given)
6	0.93	CCOc1ccc(C2(Cc3ccccc3)C(=O)c3ccccc3C2=O)cc1
7	1.1	Cc1cccc(N2C(=O)C(=O)C(=C(O)c3ccccc3)C2c2ccccc2[N+](=O)[O-])c1 (stereo not given)
15	1	O=C(CSc1nc2ccccc2c(=O)n1-c1ccccc1)Nc1ccccc1Cl
1	0.99	Cc1ccc(Nc2nnc(-c3ccc(C(=O)NCCO)cc3)c3ccccc23)c(C)c1
8	0.96	Cc1ccc2nsnc2c1NC(=O)c1cc([N+](=O)[O-])ccc1Cl
-8	0.93	COc1cc(CN2CCN(Cc3ccccc3C)CC2)c([N+](=O)[O-])cc1OC
8	0.97	Cc1ccc([N+](=O)[O-])cc1NC(=O)C(C)Oc1ccccc1 (stereo not given)
20	1.1	O=C1C=C(Nc2ccccc2)C(=O)N1Cc1ccccc1
0	1.1	CCCC(=O)C1=C(N2CCCCC2)CC(C)(C)C(C(=O)OC)C1=O (stereo not given)
-2	1	O=C(Nc1c(C(=O)N2CCOCC2)cnn1-c1ccccc1)c1ccccc1
10	0.97	COc1c(Cl)cc(C(=O)Nc2c(C)cccc2C)cc1Cl
-9	0.89	Cc1cc(F)c(F)cc1C(=O)n1nnc2ccccc21
4	1.1	NC(=O)C1CCN(C(=O)c2cccc(Br)c2)CC1
8	1.1	N#C/C(=C\c1ccc(-c2cccc(Cl)c2Cl)o1)C(=O)Nc1cccc2cccnc12
-2	1	Cc1ccc(/C=N\N2CCN(Cc3ccccc3Cl)CC2)s1
7	0.66*	Cc1ccc(C(=O)O/N=C(/N)c2cccnc2)cc1[N+](=O)[O-]
26	0.99	COc1ccccc1C=C1C(=O)c2ccccc2C1=O
-6	1	COC(=O)C1=C(C)NC2=C(C(=O)c3ccccc32)C1c1ccc(OCc2ccc([N+](=O)[O-])cc2)c(Cl)c1 (stereo not given)
6	0.85	CC(C)(C)C(=O)/C=C(/O)C(=O)NCc1ccccc1
-1	0.98	Cc1cc(/C=N\n2cnnc2)c(C)n1C
10	1	CCOC(=O)C1=C(C)NC2=C(C(=O)CC(C)(C)C2)C1c1ccc(N2CCOCC2)cc1 (stereo not given)
14	1.1	COc1ccc(S(=O)(=O)N(CC(=O)NCc2ccco2)Cc2ccccc2)cc1OC
-4	1.1	N#C/C(=C/c1cn(-c2ccccc2)nc1-c1cc2ccccc2oc1=O)C(N)=O
10	0.89	O=[N+]([O-])c1ccc(Cl)cc1NCCOc1cccc2ccccc12
8	0.96	COCCOC(=O)c1ccc(NC(=O)c2ccc(Cl)cc2)cc1
4	0.93	CN1C(=S)N(c2ccccc2)C(C)(O)CC1(C)C (stereo not given)
41*	1.1	O=C(/C=C/c1ccccc1Cl)Nc1ccccc1[N+](=O)[O-]
10	1.1	Cc1ccc(C(=O)Nc2ccc(S(=O)(=O)N3CCCC3)cc2)cc1
52*	1	Cc1ccc(N2C(=O)NC(=O)/C(=C\c3ccc(OCc4cccc(C(=O)O)c4)cc3)C2=O)cc1
75*	1	CC(C)(C)N1C(=O)NC(=O)C(=Cc2cccs2)C1=O
1	1.1	COc1ccc(OC)c(N(CC(=O)Nc2ccc3ccccc3c2)S(C)(=O)=O)c1
-5	0.99	CCOC(=O)c1ccc(NC(=S)NC(NC(=O)c2ccccc2Br)C(Cl)(Cl)Cl)cc1 (stereo not given)
24	1	CC1=C(C(=O)OCc2ccc3c(c2)OCO3)C(c2ccc(O)c([N+](=O)[O-])c2)NC(=O)N1 (stereo not given)
-3	0.88	O=C(/C=C/c1ccccc1)N1CCN(c2ccccn2)CC1
4	1	Cc1ccc(C2N(Cc3ccccc3)CCN2Cc2ccccc2)s1

(cont.)
NS3h inh CB	Cy5 interf NS3h	structure
11	0.92	COCCOC(=O)c1c(C)oc2ccc(OC(=O)c3ccc(Cl)cc3)cc12
-8	1.1	Cc1cccc2c(C(=O)O)cc(C(=O)O)nc12
10	0.97	O=C(Nc1ccc(Cl)c(Cl)c1)c1cccc2ccccc12
0	1.1	O=C(COc1ccc(Cl)cc1Cl)Nc1ccc(-c2nc3ccccc3s2)c(O)c1
14	0.89	CCOc1cc(/C=C2\SC(=S)N(C(C)C)C2=O)ccc1O
8	1	O=C(CCc1ccccc1)Nc1cc(Cl)cc(Cl)c1
-25	1	Cc1ccc(OCC(=O)Nc2ccc3oc(-c4cccnc4)nc3c2)cc1C
18	0.93	Clc1ccc(-c2nc(N3CCOCC3)c3ccccc3n2)c(Cl)c1
10	1	COc1cc(/C=C2\SC(=S)N(CC(=O)N3CCCc4ccccc43)C2=O)cc(OC)c1OC
11	1.1	CS(=O)(=O)N1CCN(c2ccc([N+](=O)[O-])c(Sc3cccc4cccnc34)c2)CC1
10	0.86	NC(=NC(=NS(=O)(=O)c1ccccc1)c1ccccc1)SCc1ccccc1
14	0.98	Cc1cc(NC(=O)CSc2nc3ccccc3[nH]2)no1

Profiles from above.
O=C(NCc1ccc(Cl)cc1)c1ccc(I)cc1 reads NS3h inh CB = 21; Cy5 interf NS3h = 0.98
CCOC(=O)c1ccc(NC(=S)NC(NC(=O)c2ccccc2Br)C(Cl)(Cl)Cl)cc1 (stereo not given) reads NS3h inh CB = -5; Cy5 interf NS3h = 0.99

(cont.)
NS3h inh CB	Cy5 interf NS3h	structure
-1	1	O=C(O)CCCCCN1C(=O)C(=O)C(=C(O)c2ccc(F)cc2)C1c1ccc(Cl)cc1 (stereo not given)
3	1	Cc1ccc(S(=O)(=O)N(C)CCCC(=O)Nc2ccc(C)cc2C)cc1
3	1.2	CCOC(=O)c1ccccc1NC(=O)C1CN(S(=O)(=O)c2ccccc2)CCN1S(=O)(=O)c1ccccc1 (stereo not given)
-1	0.98	O=C(CSc1ncn[nH]1)c1cccc([N+](=O)[O-])c1
-3	1.1	O=C(NNC(=O)c1cccnc1)c1ccc(Br)cc1
16	1.1	O=C1/C(=C\c2ccsc2)SC(=S)N1Cc1ccccc1
6	1.1	O=[N+]([O-])c1cccc(-c2noc(-c3ccc(I)cc3)n2)c1
1	1.1	O=c1oc2c(O)c(O)ccc2c2c1CCC2
6	0.91	CCOC(=O)COc1ccc2oc(C)c(C(=O)OC)c2c1
25	0.93	COc1ccc(C(=S)N2CCN(c3ccccc3)CC2)cc1
4	0.92	O=C(c1ccccc1)c1ccc(N2CCCCC2)cc1
8	0.97	CC(C)=C1C2C=CC1C1C(=O)N(c3cc(C(F)(F)F)ccc3Cl)C(=O)C21 (stereo not given)

Pulled one by one from the entries so far (5):
NS3h inh CB	Cy5 interf NS3h	structure
9	0.91	O=C(c1c(Cl)cccc1Cl)N(Cc1ccccc1)c1ccccn1
0	1.1	O=C(COc1ccc(Cl)cc1Cl)Nc1ccc(-c2nc3ccccc3s2)c(O)c1
-1	0.98	Cc1cc(/C=N\n2cnnc2)c(C)n1C
-8	1.1	Cc1cccc2c(C(=O)O)cc(C(=O)O)nc12
-6	1	COC(=O)C1=C(C)NC2=C(C(=O)c3ccccc32)C1c1ccc(OCc2ccc([N+](=O)[O-])cc2)c(Cl)c1 (stereo not given)

Structures above that bear a hit mark in NS3h inh CB.
NS3h inh CB	Cy5 interf NS3h	structure
41*	1.1	O=C(/C=C/c1ccccc1Cl)Nc1ccccc1[N+](=O)[O-]
52*	1	Cc1ccc(N2C(=O)NC(=O)/C(=C\c3ccc(OCc4cccc(C(=O)O)c4)cc3)C2=O)cc1
75*	1	CC(C)(C)N1C(=O)NC(=O)C(=Cc2cccs2)C1=O

Remaining list, next part
NS3h inh CB	Cy5 interf NS3h	structure
16	0.73*	COc1ccc(C2CC(O)C(C)C(c3ccc(OC)cc3)N2)cc1 (stereo not given)
-2	1	CCN1C(=O)/C(=C/c2cccc(OC(F)(F)C(F)F)c2)SC1=S
2	1	c1n[nH]c(NCc2ccc3c(c2)OCO3)n1
12	0.95	O=C(NCc1ccco1)c1cc2n(n1)C(C(F)(F)F)CC(c1ccc(Br)cc1)N2 (stereo not given)
-1	0.97	O=c1oc2ccccc2c(N2CCCC2)c1CN1CCCC1
4	0.98	COc1ccccc1-n1c(C)c(C(=O)O)c2cc(OC)c3ccccc3c21

Screening results: PubChem, Milwaukee Institute for Drug Discovery
